AddAB inh = growth inhibition of E. coli expressing H. pylori AddAB, primary screen, AddAB inhibitor project, absorbance | 330,000 compounds, 0.29% hits | inhibition, % at 11.9 µM; in the data active means inhibition above about 12%;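 further: 0% = vehicle wells of infected cells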
Tat export inh = E. coli Tat export inhibitors, primary screen, MC4100, TorA-mCherry reporter, fluorescence, single point; inhibition, % at 10 µM; 340,000 compounds, 0.036% hits;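 active means mean replicate inhibition at least 50% and at least half of replicates individually reaching 50%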;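 further: exported cargo escapes ClpAP degradation while cytoplasmic cargo is degraded and loses fluorescence; 0% = median of neutral control wells and 100% = median of NaSCN control wells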
Ecoli viability = E. coli V3065 growth inhibition, primary screen, counter-screen for AddAB inhibitor project, absorbance, OD600; 18 h; inhibition, % at 11.9 µM; 330,000 compounds, 0.27% hits; AID 449728, 2010;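 active means inhibition above the campaign's mean inhibition across all tested compounds plus 3 SD, cut at about 9.9% in these data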;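 further: uninfected addAB+ strain grown without phage in ampicillin broth; 0% = DMSO wells and 100% = ciprofloxacin 0.95 µg/ml wells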
Mot1-301 SUMO = yeast Mot1-301 growth rescue at high temperature, primary screen, SUMOylation pathway inhibitor project, S. cerevisiae, ATP luminescence, 38.5C; S. cerevisiae Mot1-301 growth rescue; percent above DMSO median, 100 means doubled; 320,000 compounds, 1% hits; growth rescue, % at 18.8 µM;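 active means every valid replicate shows activation above 250% relative to neutral control wells; inactive means the rest, any valid replicate at or below 250%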;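 further: OY570 slx delta 5 strain wells were the positive control but not used for scaling; some compounds called inactive have numbers as strong as hits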
Arr AP2 block = inhibitors of beta-arrestin/AP2 binding, primary screen, biochemical, GPCR trafficking, flow cytometry; beta-arrestin 1 C-terminal peptide binding to AP2 beta2-adaptin appendage (human); FITC-arrestin peptide / GST-AP2 beads; AP2 beta2 appendage carries R879A mutation; inhibition, % at 10 µM; 340,000 compounds, 0.31% hits;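 active means inhibition above a set limit, near 3 SD of compounds lacking own fluorescence, cut at about 54% in these data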;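 further: plate controls were DMSO wells for no effect and 5 µM unlabelled arrestin peptide for full effect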
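System: GST-tagged AP2 beta2-adaptin appendage (R879A) on 4 µm glutathione beads / Reagent: FITC-arrestin peptide, 50 nM / Detection: HyperCyt-sampled flow cytometry, FL1 channel, ex 488/em 535 nm / Timing: 12 min plus 1 h, RT / Buffer or medium: PBS plus Tween 20 (0.05%) and BSA (0.1%)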
phage Ecoli inh = growth loss of phage-infected E. coli, primary screen, RecBCD inhibitor project, absorbance, with phage, HTS | inhibition, % at 11.9 µM | 360,000 compounds, 0.26% hits | AID 651602, 2012; in the data active means inhibition above about 11%
OPRM1-OPRD1 inv = inverse agonists of MOR-DOR heterodimerization, primary screen, cell-based, luminescence. 340,000 compounds, 0.21% hits. Mu-type opioid receptor (Homo sapiens) + Delta-type opioid receptor (Homo sapiens), …. cell-based MOR-DOR heterodimer luminescence, inverse agonism. inhibition, % at 9.3 µM; in the data active means inhibition above about 22%, passing the limit was not always enough;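 further: 0% = cells with DMSO and 100% = wells without cells with DMSO; values of inactives mirror those of a sister screen read the other way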
DSG3 Ab inh = inhibitors of pemphigus antibody binding to DSG3, primary screen, biochemical, bead-based, flow cytometry, scFv-GFP. Desmoglein-3 (Homo sapiens), P32926. DSG3-coupled beads, scFv-anti-DSG3-GFP binding; hits give low values. binding (percent of control), % at 10 µM. 310,000 compounds, 0.48% hits. AID 588358, 2011;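 active means binding more than 3 SD below its plate's average and above zero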;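 further: hits lower antibody fragment binding to DSG3; some compounds called inactive have numbers as strong as hits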
Target sequence (P32926 whole entry, looked up, the tested form may be a part): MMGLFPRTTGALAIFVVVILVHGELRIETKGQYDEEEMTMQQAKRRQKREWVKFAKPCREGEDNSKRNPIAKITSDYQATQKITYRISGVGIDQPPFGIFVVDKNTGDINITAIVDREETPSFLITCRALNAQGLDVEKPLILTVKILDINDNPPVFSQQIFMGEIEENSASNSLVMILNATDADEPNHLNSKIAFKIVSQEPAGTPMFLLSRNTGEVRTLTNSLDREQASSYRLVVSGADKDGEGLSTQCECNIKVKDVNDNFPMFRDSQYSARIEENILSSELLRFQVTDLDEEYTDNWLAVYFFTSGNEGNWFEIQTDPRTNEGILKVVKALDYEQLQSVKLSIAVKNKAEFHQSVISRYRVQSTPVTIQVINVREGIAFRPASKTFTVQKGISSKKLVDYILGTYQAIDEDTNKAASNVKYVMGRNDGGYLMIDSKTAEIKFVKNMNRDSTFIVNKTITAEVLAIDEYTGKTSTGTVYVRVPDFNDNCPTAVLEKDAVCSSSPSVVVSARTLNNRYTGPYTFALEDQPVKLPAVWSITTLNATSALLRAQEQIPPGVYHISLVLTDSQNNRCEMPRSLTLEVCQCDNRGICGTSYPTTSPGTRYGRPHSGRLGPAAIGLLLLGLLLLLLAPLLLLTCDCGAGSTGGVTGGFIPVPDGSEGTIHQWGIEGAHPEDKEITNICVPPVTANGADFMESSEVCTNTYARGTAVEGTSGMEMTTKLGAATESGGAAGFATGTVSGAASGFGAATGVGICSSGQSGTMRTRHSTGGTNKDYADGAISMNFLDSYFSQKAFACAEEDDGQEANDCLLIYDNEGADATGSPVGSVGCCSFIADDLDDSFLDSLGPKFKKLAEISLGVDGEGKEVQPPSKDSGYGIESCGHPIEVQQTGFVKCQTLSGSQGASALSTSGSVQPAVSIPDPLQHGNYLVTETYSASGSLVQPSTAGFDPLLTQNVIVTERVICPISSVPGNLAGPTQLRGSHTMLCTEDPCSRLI
OPRM1-OPRD1 ag = agonists of OPRM1-OPRD1 heterodimerization, primary screen, cell-based, luminescence | AID 504326, 2011 | 340,000 compounds, 0.3% hits | Mu-type opioid receptor (Homo sapiens) + Delta-type opioid receptor (Homo sapiens), … | cells | activation, % at 9.3 µM; in the data active means activation above about 18%;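 further: 0% = vehicle-treated cells and 100% = reference agonist; values of inactives mirror those of a sister screen read the other way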
PKA-R1A act = activators of PKA-R1A holoenzyme, primary screen, biochemical, fluorescence polarization, Cy5-IP20, bovine R1A, mouse PKAc; cAMP-dependent protein kinase type I-alpha regulatory subunit (Bos taurus) + …; PKA-R1A dissociation; scaled: DMSO 0%, 113 µM cGMP 100%; activation, % at 11.4 µM; 340,000 compounds, 0.083% hits;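 active means percent activation above the mean of all tested compounds plus 3 SD, cut at about 19% in these data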;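 further: higher means more PKAc released from R1A so a rise in polarization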
PfHsp90 set2 = growth inhibition of PfHsp90-expressing yeast, primary screen, antimalarial PfHsp90 inhibitor project, S. cerevisiae, BacTiter-Glo luminescence, single point, set 2 | BacTiter-Glo ATP, 48 h; yeast lacking PDR1 and PDR3 efflux regulators | 310,000 compounds, 0.32% hits | AID 504621, 2011 | inhibition, % at 9.4 µM;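 active means every replicate shows inhibition above about 80%, whatever the replicate mean, limit read from the data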;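 further: 0% = DMSO neutral controls and 100% = 20 µM radicicol positive controls; yeast relying on Plasmodium falciparum Hsp90 in place of its own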
* marks the source's active call; other numbers are inactive results. An unsorted share of the library; any-hit rate near 2.8%.

How did NC(=S)N/N=C1\CC(c2ccc3c(c2)OCCCO3)Oc2ccc(F)cc21 (centres undefined) do in these assays?
AddAB inh: 4.8; Tat export inh: -8; Ecoli viability: 0.5; Mot1-301 SUMO: -1; Arr AP2 block: 2; phage Ecoli inh: 0.8; OPRM1-OPRD1 inv: -1; DSG3 Ab inh: 98; OPRM1-OPRD1 ag: 0.3; PKA-R1A act: 9; PfHsp90 set2: -18

Results for O=C(Nc1ccccc1)Nc1ccc(Nc2ccccc2)cc1 ?
AddAB inh: 0.7; Ecoli viability: -1.2; Mot1-301 SUMO: 7; Arr AP2 block: -2; phage Ecoli inh: 3.0; DSG3 Ab inh: 109

What do the screens show for `CN(C)CCNc1nc2sc3c(c2c(=O)n1-c1ccccc1)CCCCC3`?
AddAB inh: -0.2; Tat export inh: 9; Ecoli viability: 0.8; Mot1-301 SUMO: -9; Arr AP2 block: -2; phage Ecoli inh: -0.8; OPRM1-OPRD1 inv: 11; DSG3 Ab inh: 97; OPRM1-OPRD1 ag: -2.2; PKA-R1A act: 0; PfHsp90 set2: 1

How did CC(C)C[C@H](NC(=O)C1CC(=O)N(c2ccc3c(c2)OCO3)C1)C(=O)NC1CCCC1 (some centres undefined) do in these assays?
AddAB inh: 1.7; Tat export inh: -1; Ecoli viability: -0.8; Mot1-301 SUMO: 21; Arr AP2 block: 14; phage Ecoli inh: 0.4; OPRM1-OPRD1 inv: 4; DSG3 Ab inh: 111; OPRM1-OPRD1 ag: -0.9; PKA-R1A act: -13; PfHsp90 set2: -17

What do the screens show for `O=C(CCCNC(=O)c1ccc(Cl)cc1)Nc1ccc(Br)cc1`?
AddAB inh: 1.5; Tat export inh: -10; Ecoli viability: -2.6; Mot1-301 SUMO: -3; Arr AP2 block: 5; phage Ecoli inh: 5.2; OPRM1-OPRD1 inv: -10; DSG3 Ab inh: 108; OPRM1-OPRD1 ag: 1.8; PKA-R1A act: -14; PfHsp90 set2: 8

How did Nc1[nH]c(=O)[nH]c(=O)c1N=Nc1ccc(C(=O)O)cc1 do in these assays?
Tat export inh: -2; Mot1-301 SUMO: 2; Arr AP2 block: -3; phage Ecoli inh: 0.2; OPRM1-OPRD1 inv: 3; DSG3 Ab inh: 107; OPRM1-OPRD1 ag: -0.6; PKA-R1A act: -8; PfHsp90 set2: -31

Results for Cc1c(Br)c([N+](=O)[O-])nn1C(C)C(=O)Nc1c(C)n(C)n(-c2ccccc2)c1=O (centres undefined) ?
AddAB inh: 2.0; Tat export inh: 2; Ecoli viability: 1.4; Mot1-301 SUMO: 26; Arr AP2 block: -6; phage Ecoli inh: 0.3; OPRM1-OPRD1 inv: 9; DSG3 Ab inh: 89; OPRM1-OPRD1 ag: -1.7; PKA-R1A act: 1; PfHsp90 set2: 3

Results for O=C(OCCNC(=O)c1cc2ccccc2oc1=O)c1cccnc1 ?
AddAB inh: -0.1; Tat export inh: -1; Ecoli viability: -1.0; Mot1-301 SUMO: 15; Arr AP2 block: -6; phage Ecoli inh: 2.5; OPRM1-OPRD1 inv: 6; DSG3 Ab inh: 103; OPRM1-OPRD1 ag: -1.0; PKA-R1A act: 9; PfHsp90 set2: -20

What do the screens show for `CCCOc1ccc(N2C(=O)CC(N3CCN(S(=O)(=O)c4ccccc4)CC3)C2=O)cc1` (centres undefined)?
AddAB inh: -0.7; Tat export inh: 7; Ecoli viability: -2.4; Mot1-301 SUMO: 7; Arr AP2 block: 1; phage Ecoli inh: 1.3; OPRM1-OPRD1 inv: 6; DSG3 Ab inh: 95; OPRM1-OPRD1 ag: -1.2; PKA-R1A act: 0

Results for Cn1c(=O)c2c(ncn2CC(COCc2ccccc2)OCc2ccccc2)n(C)c1=O (centres undefined) ?
AddAB inh: 1.4; Tat export inh: 7; Ecoli viability: 1.0; Mot1-301 SUMO: -1; Arr AP2 block: -6; phage Ecoli inh: 1.5; OPRM1-OPRD1 inv: 9; DSG3 Ab inh: 112; OPRM1-OPRD1 ag: -1.8; PKA-R1A act: -21; PfHsp90 set2: 7

What do the screens show for `Cc1cccnc1NC(=O)CNC(=O)C1CCCCC1`?
AddAB inh: -1.2; Tat export inh: 3; Ecoli viability: -1.1; Mot1-301 SUMO: 30; Arr AP2 block: -4; phage Ecoli inh: 3.3; OPRM1-OPRD1 inv: 3; DSG3 Ab inh: 102; OPRM1-OPRD1 ag: -0.8; PKA-R1A act: -1; PfHsp90 set2: -26

Results for O=C(Nc1nnc(-c2ccc(Cl)cc2)o1)c1ccccc1Br ?
AddAB inh: 5.8; Tat export inh: -9; Ecoli viability: -2.1; Mot1-301 SUMO: 18; Arr AP2 block: -1; phage Ecoli inh: -5.9; OPRM1-OPRD1 inv: 0; DSG3 Ab inh: 100; OPRM1-OPRD1 ag: 0.0; PKA-R1A act: -10; PfHsp90 set2: 5

How did O=C(Cc1cccs1)NCc1cccnc1 do in these assays?
AddAB inh: 0.7; Tat export inh: -1; Ecoli viability: 0.6; Mot1-301 SUMO: 4; Arr AP2 block: 3; phage Ecoli inh: -0.8; OPRM1-OPRD1 inv: 1; DSG3 Ab inh: 101; OPRM1-OPRD1 ag: -0.2; PKA-R1A act: 4; PfHsp90 set2: -18

How did CCOC(=O)c1cc(-c2cc(OC)c(OC)c(OC)c2)nc2c1c(=O)[nH]c(=O)n2Cc1ccccc1 do in these assays?
AddAB inh: 6.9; Tat export inh: 3; Ecoli viability: 1.4; Mot1-301 SUMO: 62; Arr AP2 block: 33; phage Ecoli inh: 3.4; OPRM1-OPRD1 inv: 13; DSG3 Ab inh: 100; OPRM1-OPRD1 ag: -2.5; PKA-R1A act: 2; PfHsp90 set2: -13

Results for COCCn1c(C)cc(C(=O)CSc2nc3ccccc3s2)c1C ?
AddAB inh: 1.1; Tat export inh: 7; Ecoli viability: -1.0; Mot1-301 SUMO: 13; Arr AP2 block: 2; phage Ecoli inh: 1.5; OPRM1-OPRD1 inv: -5; DSG3 Ab inh: 81; OPRM1-OPRD1 ag: 0.9; PKA-R1A act: -14; PfHsp90 set2: -35

What do the screens show for `O=C(NC1CC2CCC(C1)N2Cc1nnnn1Cc1ccco1)NC12CC3CC(CC(C3)C1)C2` (centres undefined)?
AddAB inh: 3.7; Tat export inh: -15; Ecoli viability: -0.4; Mot1-301 SUMO: 4; Arr AP2 block: 20; phage Ecoli inh: 2.2; OPRM1-OPRD1 inv: 9; OPRM1-OPRD1 ag: -1.4; PKA-R1A act: -2; PfHsp90 set2: -3

What do the screens show for `NNC(=O)COc1ncn(-c2ccccc2)n1`?
AddAB inh: 3.0; Tat export inh: -3; Ecoli viability: -0.2; Mot1-301 SUMO: 7; Arr AP2 block: -34; phage Ecoli inh: 4.4; OPRM1-OPRD1 inv: 13; DSG3 Ab inh: 105; OPRM1-OPRD1 ag: -2.2; PKA-R1A act: -4; PfHsp90 set2: 18

What do the screens show for `Fc1ccc2[nH]c3c(N4CCSCC4)ncnc3c2c1`?
AddAB inh: 3.2; Tat export inh: -6; Ecoli viability: 1.9; Mot1-301 SUMO: 8; Arr AP2 block: -3; phage Ecoli inh: 3.1; OPRM1-OPRD1 inv: -33; DSG3 Ab inh: 103; OPRM1-OPRD1 ag: 5.8; PKA-R1A act: -7; PfHsp90 set2: 4

How did CCc1c(Cl)nc(N)nc1Nc1ccccc1C do in these assays?
Tat export inh: -6; Arr AP2 block: -1; phage Ecoli inh: 3.4; OPRM1-OPRD1 inv: 11; DSG3 Ab inh: 120; OPRM1-OPRD1 ag: -2.1; PKA-R1A act: 1; PfHsp90 set2: -20

How did COc1ccc(NC(=O)COC(=O)[C@@H]2CCCN2C(=O)c2cccs2)c(OC)c1 do in these assays?
AddAB inh: -0.2; Tat export inh: -12; Ecoli viability: 1.1; Mot1-301 SUMO: 10; Arr AP2 block: 9; phage Ecoli inh: -0.5; OPRM1-OPRD1 inv: -4; DSG3 Ab inh: 98; OPRM1-OPRD1 ag: 0.8; PKA-R1A act: -1; PfHsp90 set2: 27

How did O=C1[C@H]2[C@@H](c3ccc(F)cc3)N3C(=O)N(c4cccc(Cl)c4)C(=O)[C@@]3(Cc3ccc(Cl)cc3)[C@H]2C(=O)N1C1CCCCC1 do in these assays?
AddAB inh: 3.3; Tat export inh: -2; Ecoli viability: -1.7; Mot1-301 SUMO: -4; Arr AP2 block: -1; phage Ecoli inh: 0.8; OPRM1-OPRD1 inv: -41; DSG3 Ab inh: 101; OPRM1-OPRD1 ag: 7.0; PKA-R1A act: -12; PfHsp90 set2: -25

What do the screens show for `Cc1cccc(C)c1OCC(=O)NNC(=O)CCNC(=O)c1ccco1`?
AddAB inh: 0.0; Tat export inh: -10; Ecoli viability: 1.2; Mot1-301 SUMO: 87; Arr AP2 block: 0; phage Ecoli inh: 4.3; OPRM1-OPRD1 inv: 12; DSG3 Ab inh: 89; OPRM1-OPRD1 ag: -2.4; PKA-R1A act: -3; PfHsp90 set2: -15

How did O=S(=O)(NCCSc1nc2ccccc2o1)c1ccccc1 do in these assays?
AddAB inh: 4.6; Tat export inh: -6; Ecoli viability: -0.6; Mot1-301 SUMO: -4; Arr AP2 block: 5; phage Ecoli inh: 1.8; OPRM1-OPRD1 inv: -3; DSG3 Ab inh: 110; OPRM1-OPRD1 ag: 0.7; PKA-R1A act: -1; PfHsp90 set2: -4

What do the screens show for `O=C(Cn1nnc2ccccc21)Nc1ccccc1[N+](=O)[O-]`?
AddAB inh: 2.2; Tat export inh: -2; Ecoli viability: 0.0; Mot1-301 SUMO: 29; Arr AP2 block: -5; phage Ecoli inh: 0.4; OPRM1-OPRD1 inv: 4; DSG3 Ab inh: 110; OPRM1-OPRD1 ag: -0.8; PKA-R1A act: 1; PfHsp90 set2: -19

Assay outcomes: PubChem, several laboratories
